# Bioassay records: PubChem, National Center for Advancing Translational Sciences (NCATS)
# GALK inh: inhibits human galactokinase; P51570; recombinant GALK, Kinase-Glo ATP luminescence, 1 h; Potency, µM (titrated, usually from 57.5 µM), for inactives: at the highest dose activity, negative = inhibition, actives largely listed as inhibitors; 44,000 tested, under 10 active; AID 1347072;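 further: plate controls were full GALK reaction for no effect and reaction lacking GALK for full effect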
#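 Reactions with and without enzyme served as controls. GALK at 5 nM phosphorylates 100 uM galactose using 35 uM ATP (HEPES pH 8.0, Mg2+) for 1 h at RT, with luminescence read 10 min after adding Kinase-Glo Plus.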
# NTMT1 inh: blocks human N-terminal methyltransferase 1 activity; hit rate 2.5% among 59,000; Potency, µM (doses to about 114 µM), for the others: top-dose activity change, negative = inhibition, usual class: inhibitors; AID 1645870; Q9BV86; NTMT1 MTase-Glo SAH luminescence, purified enzyme;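 further: potency means the concentration at half of the fitted maximal effect; plate controls were DMSO vehicle for no effect and no enzyme for full effect; nearly all actives have a fitted effect of over 65% in size; many of its hits are not listed in these tables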
# B2AR arrestin ag: beta-arrestin recruitment by human beta2-adrenergic receptor ligands; P07550; HTLA Tango cells, beta-arrestin recruitment, luciferase luminescence, 18 h; Potency, µM (highest dose often 46.1 µM), inactives show at the highest dose activation, actives largely listed as activators; 44,000 tested, under 10 active;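 further: potency means the concentration at half of the fitted maximal effect; 0% = DMSO and full agonism = EC100 isoproterenol or metaproterenol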
# Target sequence (P07550 whole entry, looked up): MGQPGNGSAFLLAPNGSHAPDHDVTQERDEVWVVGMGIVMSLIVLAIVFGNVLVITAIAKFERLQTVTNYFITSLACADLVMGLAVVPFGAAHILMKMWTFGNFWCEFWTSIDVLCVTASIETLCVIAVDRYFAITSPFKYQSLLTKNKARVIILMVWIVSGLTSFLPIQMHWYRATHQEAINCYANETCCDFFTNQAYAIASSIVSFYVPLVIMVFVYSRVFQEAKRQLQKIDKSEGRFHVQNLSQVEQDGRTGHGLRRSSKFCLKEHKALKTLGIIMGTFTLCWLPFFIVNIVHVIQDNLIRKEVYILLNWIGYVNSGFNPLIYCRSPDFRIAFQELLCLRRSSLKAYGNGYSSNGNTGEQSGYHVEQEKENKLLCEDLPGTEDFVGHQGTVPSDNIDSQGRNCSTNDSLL
#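 Tango cells expressing recombinant beta2-AR and beta-arrestin were treated with compounds (up to 46 microM titration) in DMEM with 1% FBS for 18 hr at 37 degrees C. Beta-arrestin recruitment drove tTA-dependent luciferase, read by luminescence; curves were fitted and classed.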
# PTAP-TSG101 blk: inhibitors of HIV-1 PTAP binding to human TSG101, validation. Q99816. Fluorescence polarization, FITC-PTAP peptide/Tsg101, 20 min. Potency, µM (titrated, usually from 115 µM), for inactives: top-dose activity change, negative = inhibition, hits mostly inhibitors. 44,000 tested, under 10 active. AID 1347069; further: potency means the concentration at half of the fitted maximal effect; 0% is about no effect
#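 Read-out is FITC fluorescence polarization. Compounds were added to Tsg101 binding domain (10 uM final), then FITC-PTAP peptide (50 nM final), 20 min at r.t. Total S+P intensity flags fluorescent compounds.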
# FH mod: Identification of activators of human fumarate hydratase by quantitative high-throughput screening. Fumarate hydratase, mitochondrial (Homo sapiens), P07954. Potency, µM (doses to about 79.9 µM), without a hit: top-dose activity change, negative = inhibition, actives largely listed as inhibitors. hit rate 0.22% among 54,000. FH coupled MDH/diaphorase resazurin fluorescence, 15 min; further: potency means the concentration at half of the fitted maximal effect; on the % scale 0 is the no-effect control and ±100 the full control effect; the screen sought activators but most active calls are inhibition curves; nearly all actives have a fitted effect of over 45% in size
# Target sequence (P07954 whole entry, looked up): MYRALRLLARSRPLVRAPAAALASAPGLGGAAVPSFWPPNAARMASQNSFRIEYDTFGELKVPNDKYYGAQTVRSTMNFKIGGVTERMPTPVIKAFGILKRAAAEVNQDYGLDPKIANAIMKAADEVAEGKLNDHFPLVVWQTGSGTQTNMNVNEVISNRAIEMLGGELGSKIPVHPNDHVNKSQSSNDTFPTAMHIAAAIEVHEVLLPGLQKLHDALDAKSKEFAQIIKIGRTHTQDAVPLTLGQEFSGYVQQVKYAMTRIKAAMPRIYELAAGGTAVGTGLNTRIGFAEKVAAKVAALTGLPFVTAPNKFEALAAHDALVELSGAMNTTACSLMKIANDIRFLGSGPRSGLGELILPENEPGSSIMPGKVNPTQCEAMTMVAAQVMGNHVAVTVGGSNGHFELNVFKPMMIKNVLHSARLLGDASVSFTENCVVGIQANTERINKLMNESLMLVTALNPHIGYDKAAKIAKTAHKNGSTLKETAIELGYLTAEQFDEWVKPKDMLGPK
# p53null 32C kill: selectivity test: cytotoxicity in p53 null cells, permissive temperature; H1299-neo p53 null cells, ATP luminescence, 24 h, 32C; Potency, µM (doses to about 46.1 µM), inactives show at the highest dose activity change, negative = cytotoxicity, hits mostly cytotoxic; hit rate 0.62% among 55,000; AID 903;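 further: potency means the concentration at half of the fitted maximal effect; 0% = DMSO only and -100% = full killing by 100 µM tamoxifen; nearly all actives have a fitted effect of over 55% in size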
#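 Overnight 37C seeding (600 cells/well) of H1299-neo preceded a 24 hr, 32C exposure to compounds up to 46 uM. ATP levels, read by luminescence after 20 min at RT, indicated surviving cells.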
# p53null 39C kill: kills p53 null cells at the nonpermissive temperature | Potency, µM (series often up to 46.1 µM), inactives show at the top dose activity, negative = cell killing, actives largely listed as cytotoxic | AID 904 | hit rate 0.97% among 55,000 | H1299 p53-null (neo) cells, 39C, ATPlite viability, 24 h;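 further: potency means the concentration at half of the fitted maximal effect; 0% = DMSO only and -100% = full killing by 100 µM tamoxifen; nearly all actives have a fitted effect of over 50% in size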
#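 Following overnight plating at 37C (600 cells/well), H1299-neo or H1299-p53A138V cells are dosed up to 46 uM. Incubation lasts 24 hr at 39C before ATP detection.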
# Numbers without * were called inactive; ? = inconclusive; / = not tested or not shown; [ ] = remark or other dose. The call rests on the fitted dose curve; in most records, active means well fitted curve in the direction sought with a large enough effect; inconclusive means small, poorly fitted or top-dose-only effect, or another doubt; inactive means no such curve, though single readings can be large; an effect the other way counts as inactive or inconclusive. An excerpt. The share of hits here may be higher or lower than overall.
SMILES,GALK inh,NTMT1 inh,B2AR arrestin ag,PTAP-TSG101 blk,FH mod,p53null 32C kill,p53null 39C kill
Cc1ccc(NC(=O)Cn2c(=O)oc3cc(S(=O)(=O)NCc4ccccc4)ccc32)cc1,2%,-2%,1%,-2%,-7%,-6%,-33%
COc1ccc(-c2cc(C(=O)NCCc3ccccc3)c3c(-c4ccccc4)[nH]nc3n2)cc1,5%,0%,0%,4%,7%,-30%,?
Cc1ccc(C(C(=O)NC2CCCCC2)N(C)Cc2ccccc2)cc1 (stereo unspecified),3%,2%,0%,0%,4%,-12%,?
Cc1ccc(Cl)cc1N1CCN(C(=O)c2cc3c(=O)oc4ccccc4c3s2)CC1,0%,-16%,-2%,1%,-1%,5%,-9%
CCc1c(C)sc(NC(=O)c2cc(-c3ccc(OC)cc3)on2)c1C#N,5%,/,1%,0%,/,0%,-7%
Cc1ccc(CCNC(=O)CCCn2c(=O)c3ccccc3n(CC(=O)Nc3cc(Cl)ccc3C)c2=O)cc1,7%,?,1%,2%,-33%,-16%,-27%
CCN(C(=O)Cn1c(=O)n(CCCS(=O)(=O)C2CCCCC2)c(=O)c2ccccc21)c1cccc(C)c1,2%,3%,1%,-3%,-18%,10%,-7%
Cc1c(-c2ccccc2)nc2c(Cl)cccc2c1C(=O)OCC(=O)c1ccc(F)cc1,1%,11%,-2%,0%,-10%,14%,41%[activator]
COc1ccc(OC)c(CC2C(=O)Nc3ccc(Br)cc32)c1 (stereo unspecified),-9%,?,-3%,-9%,?,20%,?
COc1cc(C(=O)n2nc(C)c(Sc3ccc(Cl)cc3)c2C)cc(OC)c1OC,0%,-1%,1%,1%,-9%,7%,?
O=C(Cn1cccc1C(=O)c1ccccc1)NCc1ccc(F)cc1,7%,16%,-2%,-2%,-3%,-6%,-9%
CCOC(=O)c1cc2c(=O)n3ccccc3nc2n(Cc2ccco2)c1=NC(=O)c1ccc(OCC)cc1,0%,0%,1%,5%,-10%,5%,21%
O=c1[nH]c2ccc(NCc3ccc(-c4ccc(Cl)cc4)o3)cc2[nH]1,-2%,?,-4%,0%,?,-2%,-15%
Cc1cccc(CCNC(=O)c2ccc3c(c2)nc2n3CCCCC2)c1,0%,-23%,0%,1%,-7%,10µM*,10µM*
Cc1cc(Nc2cccc(Cl)c2C)n2nc(Cc3ccccc3)nc2n1,3%,10%,-2%,-5%,-19%,30%,4%
Cc1ccc2c(c1)Cc1c(nc(-c3ccc(Cl)cc3)nc1SCC(=O)N1CCCCC1)O2,0%,14%,0%,2%,5%,-3%,-3%
CCN1CCN(c2ncc3c(n2)CCN(CC(C)C)C3)CC1,-2%,4%,0%,-1%,8%,-7%,-7%
CCCOc1ccccc1C(=O)N1CCC(c2nc3ccccc3s2)CC1,0%,-15%,-4%,-1%,-19%,15%,-2%
Cc1ccc(S(=O)(=O)c2nc(-c3ccccc3F)oc2NCc2ccccc2)cc1,1%,6%,0%,-1%,-4%,9%,18%
COc1ccc(C(=O)NCC(c2ccc3c(c2)OCO3)N2CCOCC2)cc1 (stereo unspecified),0%,-17%,1%,-3%,7%,-5%,11%
COc1ccc(CNC(=O)C2Cc3cc(S(=O)(=O)N4CCCCCC4)ccc3N2C(C)=O)cc1 (stereo unspecified),1%,3%,0%,-7%,10%,1%,-6%
CCOc1ccc(Nc2ncnc3c2c(-c2ccccc2)cn3-c2cccc(C)c2)cc1,0%,13%,3%,-9%,-6%,1%,17%
CN(c1ccccc1)C(CNS(=O)(=O)c1ccccc1)c1ccccc1 (stereo unspecified),7%,3%,-4%,0%,?,39%[activator],?
Cc1nc2ccc(S(=O)(=O)NC(C(=O)NCc3ccccc3Cl)C(C)C)cc2s1 (stereo unspecified),-8%,12%,1%,-6%,0%,-3%,24%
Cc1cc2oc(C(=O)N(Cc3ccc(N(C)C)cc3)Cc3ccco3)c(C)c2cc1Cl,2%,5%,0%,1%,-22%,1%,24%
CC(=O)Nc1ccc(Nc2nc3c(S(=O)(=O)c4cc(C)ccc4C)nnn3c3ccsc23)cc1,0%,9%,0%,4%,-1%,-6%,1%
COc1ccc(/C=C/c2nc(C#N)c(N3CCCCC3)o2)cc1OC,2%,?,0%,-4%,-31%,-1%,-11%
Cc1cc(S(=O)(=O)Nc2cc3c(cc2NCc2ccccc2)n(C)c(=O)n3C)ccc1F,0%,/,-2%,-6%,/,-22%,?
CC(C)(C)c1ccc(-c2nc(SCCCOc3ccccc3)n3[nH]c(=O)cc3n2)cc1,-3%,?,2%,-15%,?,26%,?
Cc1ccc(NC(=O)Cn2nc(Cc3ccncc3)c3ccccc3c2=O)c(Cl)c1,6%,?,-1%,0%,-11%,-25%,4%
Cc1ccc(CN(C(=O)c2ccc([N+](=O)[O-])cc2)c2ccccn2)cc1,0%,?,1%,-3%,-7%,-10%,-17%
COc1cccc(C(=O)c2cn(CC(=O)Nc3ccc4c(c3)OCCO4)c3nc(C)ccc3c2=O)c1,1%,4%,-1%,5%,?,-2%,-8%
Cc1cc(C)cc(NC(=O)CSc2nc(-c3ccccc3)c3cc(F)ccc3n2)c1,7%,5%,0%,0%,10%,4%,-1%
COc1cc2c(=O)n(CCC(=O)NCC3CCCO3)c(=O)n(CC(=O)Nc3ccc(C)c(C)c3)c2cc1OC (stereo unspecified),1%,4%,1%,-2%,15%,15%,0%
CCc1ccc(NC(=O)CSc2nc3ccccc3nc2Cc2ccccc2OC)cc1,0%,0%,-1%,2%,-29%,-5%,-10%
CCc1ccccc1NC(=O)Cn1nnc(-c2nc(-c3ccc(C)cc3)no2)c1N,0%,-14%,0%,2%,9%,-4%,7%
COc1ccc(N(C(=O)c2ccccc2)S(=O)(=O)c2ccc3c(c2)n(C)c(=O)n3C)cc1,-1%,-1%,-2%,-11%,-7%,-5%,-12%
CC(C)c1ccc(NC(=O)c2cc3c(s2)-c2ccccc2SC3)cc1,7%,-13%,-3%,0%,-16%,6%,?
COc1ccccc1N1CCN(C(=O)CCSCc2ccccc2F)CC1,-1%,?,-1%,-1%,8%,-3%,13%
Cc1cc(C)c(NC(=O)Cn2c(=O)n(CCC(=O)NCc3ccc4c(c3)OCO4)c(=O)c3ccccc32)c(C)c1,0%,-14%,-1%,5%,2%,-4%,5%
CCCCOc1ccc(C2=NC(c3ccncc3)=Nc3ccc(Br)cc3N2)cc1,7%,2%,-1%,0%,?,-3%,24%
Cc1ccccc1C(=O)N1CCN(CCc2ccccn2)CC1,6%,6%,-3%,0%,0%,-8%,5%
Cn1c(=O)n(-c2ccc(Br)cc2F)c(=O)c2sc3ccccc3c21,-1%,18%,1%,0%,-7%,-8%,-23%
CCn1cc(C(=O)OCC(=O)Nc2cc(C)cc(C)c2)c(=O)c2ccc(C)nc21,-3%,4%,0%,-2%,-2%,9%,-5%
CCOc1ccc(CNC(=O)c2ccc(CSc3nc4ccncc4n3Cc3ccc(F)cc3)cc2)cc1,-4%,15%,-1%,-2%,-13%,14%,-1%

# Shown bar-delimited: entries from further up.
compound | GALK inh | NTMT1 inh | B2AR arrestin ag | PTAP-TSG101 blk | FH mod | p53null 32C kill | p53null 39C kill
Cc1cc(C)cc(NC(=O)CSc2nc(-c3ccccc3)c3cc(F)ccc3n2)c1 | 7% | 5% | 0% | 0% | 10% | 4% | -1%
COc1cc2c(=O)n(CCC(=O)NCC3CCCO3)c(=O)n(CC(=O)Nc3ccc(C)c(C)c3)c2cc1OC (stereo unspecified) | 1% | 4% | 1% | -2% | 15% | 15% | 0%
CCc1ccc(NC(=O)CSc2nc3ccccc3nc2Cc2ccccc2OC)cc1 | 0% | 0% | -1% | 2% | -29% | -5% | -10%
CCc1ccccc1NC(=O)Cn1nnc(-c2nc(-c3ccc(C)cc3)no2)c1N | 0% | -14% | 0% | 2% | 9% | -4% | 7%
COc1ccc(N(C(=O)c2ccccc2)S(=O)(=O)c2ccc3c(c2)n(C)c(=O)n3C)cc1 | -1% | -1% | -2% | -11% | -7% | -5% | -12%

# New compounds follow.
SMILES,GALK inh,NTMT1 inh,B2AR arrestin ag,PTAP-TSG101 blk,FH mod,p53null 32C kill,p53null 39C kill
Cc1ccc(C(=O)NCCc2csc(-c3cccc(F)c3)n2)cc1C,-1%,4%,0%,-2%,-28%,-1%,-11%
Cc1ccc(-c2cc(C(F)(F)F)n3nc(C(=O)NCC45CC6CC(CC(C6)C4)C5)cc3n2)cc1,1%,?,-1%,-14%,3%,-6%,3%
Cc1cc(C)cc(S(=O)(=O)c2cn(C)c3cc(N4CCCC4)c(F)cc3c2=O)c1,2%,-6%,1%,2%,-6%,0%,-18%
O=C(O)c1ccc(CSc2nc3cccnc3n2Cc2cccc(F)c2)cc1,-2%,1%,-1%,-3%,-1%,-9%,-10%
Cc1noc2ncnc(N3CCN(c4cccc(C(F)(F)F)c4)CC3)c12,2%,8%,?,-6%,0%,11%,1%
COc1ccc(OC)c(NC(=O)CSc2cn(CC(=O)N3CCCCCC3)c3ccccc23)c1,2%,-13%,-1%,1%,?,4%,-16%
Cc1cccc(N2CCN(C(=O)c3cccn3-c3nnc(N4CCCCC4)s3)CC2)c1C,-3%,-17%,-1%,1%,-26%,3%,-4%
CC(=O)c1ccc(NC(=O)CSc2nnc(-c3ccncc3)n2-c2ccccc2)cc1,-2%,4%,-2%,2%,-3%,-1%,15%
Cc1cc2oc(C(=O)Nc3ccc(S(=O)(=O)N(C)c4ccccc4)cc3)cc(=O)c2cc1C,5%,18%,0%,2%,3%,-5%,-6%
CCOc1ccccc1-n1cc2c(c1-c1ccc(OC)cc1)c(=O)n(C)c(=O)n2C,1%,-1%,0%,-1%,12%,-5%,3%
Cc1ccc(CNC(=O)CN2C(=O)C3(SCC(=O)N3c3ccc(F)cc3)c3ccccc32)cc1 (stereo unspecified),-2%,9%,3%,-3%,-4%,8%,14%
CCOC(=O)c1c(-c2ccc(C)cc2)csc1NC(=O)c1cc(-c2ccc(Cl)cc2)on1,2%,11%,-2%,-10%,4%,3%,22%
COc1cc(NC(=O)C2CCN(C(=O)c3sc4nc[nH]c(=O)c4c3C)CC2)cc(OC)c1OC,4%,5%,-1%,0%,-7%,-2%,7%
CCCCCOc1ccc(NC(=O)Cn2c(-c3nonc3N)nc3ccccc32)cc1,1%,11%,0%,-1%,4%,3%,17%
Cc1ccc(NC(=O)c2cccn2-c2nnc(N3CCCCC3)s2)cc1Cl,-1%,79µM*,0%,-3%,-18%,-2%,-5%
Cc1cc(Nc2ccc(Br)cc2)nc(C)n1,1%,12%,-2%,-3%,2%,-16%,-23%
COc1ccc2c(c1)c1c(c(=O)n(-c3ccccc3C)c(=O)n1C)n2C,2%,3%,0%,-6%,-15%,9%,13%
CC1=C(C(=O)Nc2cccc(C(F)(F)F)c2)C2(CCCCC2)OC1=O,-15%,-3%,1%,-13%,-7%,-2%,-6%
CCOc1ccc(-c2nc(Cn3c(=O)cc(C)c4c(C)nn(-c5ccc(C)cc5)c43)c(C)o2)cc1,2%,8%,1%,1%,-10%,18%,-24%
